# PAFAH1B3 FP inh – blocks human PAF acetylhydrolase 1B catalytic subunit 3. Q15102. recombinant PAFAH1B3, FP-rhodamine probe, fluorescence polarization. inhibition, % at 3.39 µM. 340,000 tested, 0.28% active. AID 492972;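 active = inhibition above the screen-wide average of all tested compounds plus 3 SD, cut at about 25% in these data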;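 note: 0% = enzyme with DMSO only and 100% = wells lacking PAFAH1B3 protein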
# PREPL inhibitor – inhibitors of human prolyl oligopeptidase-like enzyme PREPL. recombinant PREPL, fluorescence polarization activity-based probe. inhibition, % at 5.96 µM. 320,000 tested, 0.68% active. AID 2751; in the data active = inhibition above about 43%;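 note: 0% = enzyme with DMSO and 100% = wells lacking enzyme; many of its hits are not listed in these tables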
# GSTO1 counter – blocks human GSTO1 in RBBP9 counter-screen. P78417. recombinant GSTO1, activity-based probe fluorescence polarization. inhibition, % at 5.96 µM. 300,000 tested, 1.1% active. AID 1974;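 active = inhibition above the campaign mean inhibition plus 3 SD, cut at about 35% in these data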;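 note: 0% = GSTO1-1 with DMSO and 100% = wells lacking GSTO1-1 enzyme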
# pPAFAH inh – pPAFAH (human) enzyme inhibition; recombinant pPAFAH, FP-rhodamine probe fluorescence polarization; AID 463082; 330,000 tested, 1.5% active; Q13093; inhibition, % at 3.39 µM;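 active = inhibition above the mean inhibition across the screen plus 3 SD, cut at about 25% in these data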;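 note: inhibitors block binding of the rhodamine activity-based probe so polarization drops; 0% = enzyme with DMSO and 100% = wells lacking pPAFAH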
# Target sequence (Q13093 whole entry, looked up): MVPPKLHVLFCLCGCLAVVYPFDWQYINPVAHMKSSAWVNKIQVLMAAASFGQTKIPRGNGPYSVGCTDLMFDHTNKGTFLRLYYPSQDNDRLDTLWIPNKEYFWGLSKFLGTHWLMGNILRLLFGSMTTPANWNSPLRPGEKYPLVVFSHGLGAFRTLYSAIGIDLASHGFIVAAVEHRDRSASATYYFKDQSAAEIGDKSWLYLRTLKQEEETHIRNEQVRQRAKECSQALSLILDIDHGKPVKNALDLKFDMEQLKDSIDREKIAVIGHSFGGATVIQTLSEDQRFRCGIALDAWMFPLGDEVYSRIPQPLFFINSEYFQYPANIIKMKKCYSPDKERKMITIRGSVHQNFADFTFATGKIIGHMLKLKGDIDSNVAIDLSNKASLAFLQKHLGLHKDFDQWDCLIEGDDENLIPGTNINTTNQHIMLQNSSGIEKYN
# PAFAH1B2 inh – blocks human PAF acetylhydrolase 1b catalytic subunit 2; AID 492953; inhibition, % at 3.39 µM; 340,000 tested, 1.2% active; P68402; recombinant PAFAH1B2, FP-rhodamine activity probe, fluorescence polarization;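 active = inhibition above the mean of all tested compounds plus 3 SD, cut at about 24% in these data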;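 note: 0% = enzyme with DMSO and 100% = wells lacking PAFAH1B2; many of its hits are not listed in these tables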
# Target sequence (P68402 whole entry, looked up): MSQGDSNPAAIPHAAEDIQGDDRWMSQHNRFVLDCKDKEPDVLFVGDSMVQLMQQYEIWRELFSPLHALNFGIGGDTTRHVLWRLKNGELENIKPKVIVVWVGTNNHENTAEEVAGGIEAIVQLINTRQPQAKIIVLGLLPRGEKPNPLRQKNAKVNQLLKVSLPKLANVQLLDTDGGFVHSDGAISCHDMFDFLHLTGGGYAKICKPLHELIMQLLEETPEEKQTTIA
# PAD4 inh – inhibitors of human PAD4. Q9UM07. recombinant PAD4, RCA probe fluorescence polarization. inhibition, % at 6.36 µM. 330,000 tested, 0.41% active. AID 485272;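 active = percent inhibition above a cutoff equal to the mean of all tested compounds plus 3 SD, cut at about 15% in these data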;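 note: 0% = PAD4 with RCA probe and DMSO and 100% = probe without PAD4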
# LYPLA2 inh – blocks human lysophospholipase 2, a PME1 counter-screen; O95372; recombinant LYPLA2, FP-Rh probe fluorescence polarization; inhibition, % at 5.9 µM; 320,000 tested, 0.38% active;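 active = inhibition above the screen-wide mean plus 3 SD, limit set per campaign, cut at about 26% in these data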;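 note: 0% = LYPLA2 with DMSO and 100% = wells lacking LYPLA2 enzyme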
# LYPLA1 inh – LYPLA1 (human) inhibition in PME1 counter-screen | O75608 | recombinant LYPLA1, FP-Rh probe fluorescence polarization | inhibition, % at 5.9 µM | 320,000 tested, 0.16% active;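 active = inhibition above the mean of all tested compounds plus 3 SD, set per campaign, cut at about 14% in these data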;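 note: inhibitors block serine hydrolase probe labeling of LYPLA1 so polarization falls; 0% = enzyme with DMSO and 100% = wells lacking LYPLA1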
# PME-1 primary – PME-1 (human) inhibition | recombinant PME-1, FP-Rh probe fluorescence polarization | inhibition, % at 5.9 µM | 320,000 tested, 0.53% active | AID 2130;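 active = inhibition above the campaign mean of all compounds plus 3 SD, cut at about 26% in these data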;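 note: competitive labeling of PME-1 active site by serine hydrolase directed probe; 0% = PME-1 with DMSO and 100% = wells lacking PME-1 enzyme; inhibitors block probe labeling so polarization falls and inhibition rises; many of its hits are not listed in these tables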
# Target sequence (Q9Y570 whole entry, looked up): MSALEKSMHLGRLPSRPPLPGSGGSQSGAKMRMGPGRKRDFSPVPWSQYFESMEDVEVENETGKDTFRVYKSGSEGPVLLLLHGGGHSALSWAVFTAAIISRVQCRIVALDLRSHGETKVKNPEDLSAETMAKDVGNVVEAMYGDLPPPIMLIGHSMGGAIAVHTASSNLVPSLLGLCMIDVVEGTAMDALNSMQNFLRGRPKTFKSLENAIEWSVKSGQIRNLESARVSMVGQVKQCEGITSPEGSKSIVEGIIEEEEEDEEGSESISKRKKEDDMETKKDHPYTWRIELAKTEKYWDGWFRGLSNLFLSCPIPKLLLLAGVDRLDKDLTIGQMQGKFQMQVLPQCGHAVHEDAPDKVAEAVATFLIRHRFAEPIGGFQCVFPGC
# Numbers without * were called inactive; . = not tested or not shown. An excerpt, so the mix of outcomes need not match the whole.
SMILES,PAFAH1B3 FP inh,PREPL inhibitor,GSTO1 counter,pPAFAH inh,PAFAH1B2 inh,PAD4 inh,LYPLA2 inh,LYPLA1 inh,PME-1 primary
CCOc1ccc(S(=O)(=O)Nc2ccc(C(=O)NCC(c3ccco3)N(C)C)cc2)cc1 (configuration not stated),1.6,-6.1,-0.1,12.7,4.9,-0.3,2.5,4.0,5.6
O=C(Nc1ccc(NS(=O)(=O)c2ccccc2)cc1)c1ccccc1Cl,2.6,8.6,.,24.7*,6.4,-1.3,.,.,.
COc1cccc2cc(C(C)N(CCCN3CCOCC3)C(=O)Nc3ccc(Cl)cc3)oc12 (configuration not stated),6.6,-12.3,10.6,23.2,0.9,-2.2,11.9,3.0,-2.7
COc1ccccc1CC(=O)NCCN1CCCCC1,2.4,3.0,4.8,3.8,1.9,-2.0,3.5,0.3,-5.9
Nc1nnc(Sc2ccc(Cl)cc2[N+](=O)[O-])s1,4.5,-0.5,5.0,3.8,0.6,6.6,0.1,0.2,-0.6
COC(=O)c1[nH]c2ccc(F)cc2c1NS(=O)(=O)c1ccc(F)c(C)c1,9.3,25.7,1.6,4.2,7.8,-1.0,-0.4,-1.1,1.3
CC(Cc1c[nH]c2ccccc12)C(=O)N1CCN(c2ccccc2F)CC1 (configuration not stated),3.7,15.5,-28.3,3.7,1.1,1.1,9.4,-0.1,-1.9
CCCC(=O)NC(=S)Nc1cccc(NC(=O)c2ccccc2)c1,8.3,3.6,-13.1,-4.9,4.2,-2.3,1.7,-3.9,-3.6
CN(C)S(=O)(=O)c1cccc(NC(=S)NCc2ccc3c(c2)OCO3)c1,0.9,5.3,5.1,2.6,3.5,-1.7,-2.2,-3.1,4.6
CS(=O)(=O)Nc1ccc(C2=NN(C(=O)C3CCCCC3)C(c3cccs3)C2)cc1 (configuration not stated),3.4,11.1,-2.8,5.3,-2.1,-2.0,-5.1,-3.7,1.1
O=C(NNc1c(Cl)cccc1Cl)C1CCC1,5.2,7.4,12.6,-1.7,3.5,3.0,-6.1,-2.2,1.0
CC(C)Cn1c(=O)c2ccccc2n2c(CCC(=O)NC3CCN(Cc4ccccc4)CC3)nnc12,5.6,4.6,11.2,-3.0,6.4,7.7,-3.1,-1.5,-14.1
Cn1c(-c2ccccc2[N+](=O)[O-])[n+](C)c2ccccc21,1.0,1.3,7.0,-2.3,4.4,1.3,-5.3,2.0,-2.8
CNC(=S)N1N=C(c2ccc(Br)cc2)CC1c1ccc(Br)cc1 (configuration not stated),-1.9,-6.5,-14.4,-4.7,0.7,-3.6,-6.9,-6.6,-5.8
O=C(NCCc1ccccc1)c1ccc2c(c1)S(=O)(=O)N=C1CCCCCN12,8.8,16.9,.,-0.3,2.8,-3.9,-6.6,0.2,3.2
COc1c(Cl)cccc1-c1cn2ccc(C)cc2n1,7.1,-4.5,3.7,3.5,8.3,-2.8,2.2,-1.0,0.4
CC1CCCC(C)N1C(=O)COC(=O)c1ccccc1O (configuration not stated),9.9,20.3,.,-3.2,5.5,-3.3,.,.,.
COc1ccc(CCNC(=O)C/C(C)=N/NC(=O)C(c2ccccc2)c2ccccc2)cc1OC,8.3,13.5,4.2,-0.9,7.2,1.5,-8.8,-6.6,-0.9
CCCOc1ccc(C(=O)NCc2ccco2)cc1,4.5,3.9,-8.5,-1.5,-2.5,-3.7,-2.0,1.8,1.4
O=C1c2ccccc2C(=O)N1CSc1nnnn1-c1ccccc1,4.0,14.0,37.1*,1.7,3.8,0.3,3.6,2.0,-2.1
O=C1NC(=O)C2C1C(c1cccs1)NN2Cc1ccccc1 (configuration not stated),-1.4,0.5,4.4,-0.8,7.5,-1.0,13.5,-0.1,-3.7
CC1(C)CN(c2cccc(Br)c2)C1=O,-4.2,1.8,-1.8,6.4,5.3,-5.1,3.3,0.3,0.9
Cc1cccc2cc(C#N)c(SCC(=O)NCc3cccs3)nc12,3.8,4.6,-5.6,-5.7,-12.7,-1.9,-5.7,-3.0,4.1
COc1cccc(N2C(=O)C3C(C2=O)C2C=CC3C23CC3)c1 (configuration not stated),8.9,9.2,18.2,-7.7,10.2,-0.8,-6.3,-4.9,-3.0
O=C(c1ccc(=O)[nH]c1)N1CCN(S(=O)(=O)c2ccccc2)CC1,6.3,-5.3,0.7,2.2,1.5,-4.8,-0.8,0.2,0.4

# Next section, overlapping the part above by two compounds.
SMILES,PAFAH1B3 FP inh,PREPL inhibitor,GSTO1 counter,pPAFAH inh,PAFAH1B2 inh,PAD4 inh,LYPLA2 inh,LYPLA1 inh,PME-1 primary
COc1cccc(N2C(=O)C3C(C2=O)C2C=CC3C23CC3)c1 (configuration not stated),8.9,9.2,18.2,-7.7,10.2,-0.8,-6.3,-4.9,-3.0
O=C(c1ccc(=O)[nH]c1)N1CCN(S(=O)(=O)c2ccccc2)CC1,6.3,-5.3,0.7,2.2,1.5,-4.8,-0.8,0.2,0.4
COc1cc(S(=O)(=O)NCC(c2ccco2)N2CCCCC2)ccc1NC(C)=O (configuration not stated),-3.0,-9.9,.,-0.3,-0.3,-3.9,-1.0,-2.5,-1.0
Cc1cc(C)c(S(=O)(=O)NCc2ccc3c(c2)OCO3)cc1C,-5.9,-6.0,-0.5,8.9,11.6,-6.3,9.0,3.0,2.1
COc1ccccc1NS(=O)(=O)c1cc(NC(=O)CCNC(C)=O)ccc1N1CCCCC1,-3.6,-1.0,3.6,0.9,4.0,0.5,-3.9,-3.2,-1.1
Cc1ccc(C(=O)NC2CCN(S(=O)(=O)c3ccc(F)cc3)CC2)cc1,5.0,11.2,4.3,1.2,1.3,-0.7,-1.8,-1.3,-2.1
CCOc1ccc(N(CC(=O)N/N=C/c2cccnc2)S(C)(=O)=O)cc1,0.8,12.2,-5.8,-2.8,6.1,-1.7,1.3,3.2,0.6
O=C1c2cccc3cccc(c23)C(=O)N1CCCN1CCN(c2ccc(F)cc2)CC1,0.4,-0.9,20.6,8.3,-0.9,-1.2,6.8,-0.8,-2.1
O=C(CSc1nc(-c2ccc(F)cc2)cc(C(F)(F)F)n1)NCCN1CCOCC1,-0.2,-5.1,8.7,7.4,1.9,-4.5,-3.4,-4.1,-2.0
COC(=O)c1ccc(NC(=O)CN2C(=O)CSC2=O)cc1,3.7,4.8,6.1,0.1,3.9,-3.5,1.6,4.3,1.0
Cc1cccc(NC(=O)Cn2c(=O)n(Cc3ccco3)c(=N)c3c4c(sc32)COC(C)(C)C4)c1,4.0,7.1,-0.4,3.0,2.1,0.9,-6.0,-6.0,-4.7
Cc1cc2cc3c(cc2nc1SCc1ccccn1)OCCO3,5.3,0.4,-2.0,1.5,10.0,0.7,0.6,-0.9,2.1
CC(=O)c1ccc(OCc2cc(C(=O)NC(C)CCn3cccn3)no2)cc1 (configuration not stated),-0.1,3.1,-5.5,2.4,5.8,3.6,2.4,4.0,0.2
CN(Cc1cccc2ccccc12)C(=O)c1cc(COc2c(F)cccc2F)on1,-0.2,-6.0,-0.7,5.5,-1.4,-2.3,4.9,1.7,0.2
COc1cc(/C=C2\SC(=S)N(CC(=O)NC3=NCCS3)C2=O)cc(OC)c1OC,4.2,13.9,5.5,-5.5,-1.4,1.9,5.2,-4.5,-9.3
Cn1c(SCC(=O)c2ccc3c(c2)OCO3)nnc1-c1ccccn1,0.8,-2.5,11.8,4.3,2.7,-3.8,0.9,0.7,1.7
c1csc(CNc2nc3ccccc3n2CCN2CCOCC2)c1,9.3,12.5,3.5,1.0,-0.5,-0.1,7.4,2.9,-1.5
CCOC(=O)CC(=O)CSc1nc(CC)c(C)cc1C#N,7.3,-9.1,3.3,-5.2,6.7,-0.1,5.1,1.0,4.3
CC(C)CNC(=O)c1nc(-c2ccccc2)n(-c2ccccc2)n1,4.5,-2.3,5.7,1.1,4.3,-1.4,2.9,-1.2,-2.4
CS(=O)(=O)N(CC(=O)N1CCOCC1)c1cccc(F)c1,-0.1,7.6,1.7,-0.1,-3.4,-2.7,3.0,-1.1,0.0
Cc1cccc2sc(NC(=O)CNS(=O)(=O)c3ccc(Br)s3)nc12,2.1,-54.5,2.3,-8.5,4.2,-3.7,-5.4,1.7,-1.7
COc1ccc(Cl)cc1NC(=O)CSc1nnc(COc2ccccc2)n1C,-6.6,-7.0,6.9,-6.8,1.9,-1.8,5.8,-1.4,-8.0
CCOC(=O)CSc1ncc(-c2ccc([N+](=O)[O-])cc2)[nH]1,2.2,8.3,-3.3,31.4*,-0.1,2.0,-4.0,-0.4,7.8
CC(C)Oc1ccc(CCNC(=O)CC2C(=O)NCCN2C)cc1 (configuration not stated),3.7,-1.6,-12.9,-0.8,-4.5,-6.9,-4.6,-0.7,-3.9
CS(=O)(=O)N1CCN(c2ccc([N+](=O)[O-])c(NCCN3CCOCC3)c2)CC1,7.0,5.8,-2.4,-9.3,4.0,1.7,0.8,1.1,4.5
CC(C)(C)C(=O)COC(=O)c1ccc(O)cc1,3.7,12.4,5.1,-5.7,5.1,-2.0,3.8,0.8,-2.7
COc1ccc(C(=O)c2ccc(Cl)cc2)c2ccccc12,6.5,5.8,-1.6,1.3,7.8,-3.8,-1.3,-1.5,0.7

# The list continues:
SMILES,PAFAH1B3 FP inh,PREPL inhibitor,GSTO1 counter,pPAFAH inh,PAFAH1B2 inh,PAD4 inh,LYPLA2 inh,LYPLA1 inh,PME-1 primary
CCCn1c(C)cc(/C=C(\C#N)C(=O)OCC(=O)NC(=O)NCC)c1C,-2.9,-3.8,-8.5,8.1,5.0,2.0,1.3,0.2,-8.2
COc1ccc(/C=N\NC(=O)CNC(=O)C(c2ccccc2)c2ccccc2)cc1[N+](=O)[O-],4.5,6.5,-2.3,6.0,9.5,-2.4,-9.7,-8.2,-3.0
O=C(Cc1ccc(-n2cccc2)cc1)NCc1cccs1,1.4,-8.3,5.4,9.4,0.6,-8.5,14.0,5.2,0.4
Cc1ccc(NC(=O)CCN2CC(C)OC(C)C2)cc1 (configuration not stated),8.2,-5.3,-6.5,10.3,-2.3,-0.5,3.1,1.1,-2.6
COc1ccc(CNC(=O)C2CCN(S(=O)(=O)c3ccc4nc5c(c(C(=O)O)c4c3)CC(C)CC5)CC2)cc1 (configuration not stated),0.9,-3.3,-8.4,8.3,-0.3,-0.7,3.0,4.6,5.3
C/C(=N\N1CCN(C2c3ccccc3-c3ccccc32)CC1)c1ccco1,-2.6,-18.0,6.1,-6.7,6.7,5.2,-8.9,-0.6,-15.3
O=C(Nc1ccc(OC(=O)c2cccnc2)cc1)c1cccnc1,3.2,11.3,-5.5,-1.6,-0.9,-5.0,6.7,3.3,6.3
COc1ccc(NC(=O)/C(C#N)=C/C=C/c2ccco2)cc1,0.9,-1.6,-2.5,8.6,-2.0,-3.2,9.3,0.8,4.5
CN(Cc1ccco1)Cc1ccc(O)c2ncccc12,7.5,3.9,.,0.7,8.7,-3.5,.,.,.
COc1ccc(CNC(=O)[C@H](C)NC(=O)C2CCN(S(=O)(=O)c3ccc(F)cc3)CC2)cc1,13.8,-2.5,1.9,1.4,6.5,-2.1,3.8,5.9,3.3
COc1ccc(C(=O)NCC(C)(C)N2CCOCC2)cc1S(=O)(=O)N1CCCC1,5.8,-4.9,.,-1.5,1.2,-0.9,0.0,0.2,-1.0
CCCCCCOc1ccc(C(CC(N)=O)C(=O)O)cc1 (configuration not stated),3.5,6.0,-4.6,-0.5,6.9,-5.3,-7.2,-1.8,-3.5
Cc1nc(NC(=S)NC(=O)COc2ccccc2Cl)ccc1Br,5.4,8.8,13.8,0.3,-1.9,-1.6,1.9,4.3,-2.9
COc1ccc(Nc2ccc(S(=O)(=O)N3CCCCC3)cc2[N+](=O)[O-])cc1,-2.0,5.7,8.9,7.0,-0.9,1.9,-1.8,-1.6,12.6

# Compound activity as filed in PubChem.
